KOR beta-arrestin-1: KOR antagonists, beta-arrestin recruitment, cell-based, luminescence, uHTS (AID 1778); Kappa-type opioid receptor (Homo sapiens); KOR beta-arrestin recruitment, luminescence, antagonist mode; higher % means a stronger effect; inhibition, % at 10 µM, or IC50 in µM where a hit was titrated; hit rate 0.091% among 290,000; further: strong numbers were not always called active
Yfh1-depleted yeast: enhancers of respiration in Yfh1-depleted yeast, dose response, Friedreich's ataxia, plus single-dose screen (AID 1465). fold induction at 50 µM, or EC50 in µM where a hit was titrated. hit rate 0.074% among 220,000. S. cerevisiae Yfh1-off respiration, WST-1 reduction, 72 h; higher fold induction means a stronger effect;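 active means fold induction of absorbance versus untreated yeast above a set limit, then at least 30% activation at any dose in follow-up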;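 further: activators that raise dye reduction in frataxin-depleted yeast; strong numbers were not always called active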
HEK293 NOD2/NF-kB: NOD2 signaling inhibitors, cell-based, luminescence, uHTS, HEK293 (AID 1566) | hit rate 0.63% among 290,000 | HEK293 NOD2/NF-kB luciferase reporter, luminescence; higher % means a stronger effect | one-dose inhibition, % at 4 µM; EC50 in µM for titrated hits; further: many of its hits are not listed in these tables
HIV fusion peptide: inhibitors of HIV fusion peptide binding, primary screen, biochemical, uHTS, fluorescence dequenching (AID 1986) | cell-free peptide binding, fluorescence dequenching, 30 min; higher % means a stronger effect | one-dose inhibition, % at 20 µM; IC50 in µM for titrated hits | hit rate 0.3% among 290,000; in the data active means inhibition mostly above about 52%, no sharp cut-off; inactive means mostly below about 76%; further: some results filed as inactive read as strong as hits
West Nile virus CPE: West Nile virus antiviral activity, cell-based, CPE readout (AID 1621); CPE inhibition, % at 10 µM, or IC50 in µM where a hit was titrated; hit rate 0.02% among 290,000; West Nile virus-infected cells, CPE inhibition; higher % means a stronger effect; in the data active means a potency from the dose series; further: strong numbers were not always called active
AID2073: inhibitors of Mint1-CaV2.2 protein interaction, biochemical, HTRF (AID 2073) | HTRF protein-protein interaction, Mint1-CaV2.2; higher % means a stronger effect | one-dose inhibition, % at 20 µM; IC50 in µM for titrated hits | hit rate 0.19% among 290,000; in the data active means inhibition mostly above about 51%, no sharp cut-off; further: some results filed as inactive read as strong as hits
NOD1 NF-kB reporter: NOD1 signaling inhibitors, primary screen, cell-based, luminescence, uHTS (AID 1578) | NOD1-driven NF-kB luciferase reporter cells, luminescence; higher % means a stronger effect | one-dose inhibition, % at 4 µM; EC50 in µM for titrated hits | hit rate 1% among 290,000; in the data active means inhibition mostly above about 36%, no sharp cut-off; inactive means mostly below about 34%;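 further: HEK-293T reporter cells stimulated with the NOD1 agonist gamma-tri-DAP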
KOR beta-arrestin-2: KOR agonists, beta-arrestin recruitment, primary screen, cell-based, luminescence, uHTS (AID 1777); activation, % at 10 µM, or EC50 in µM where a hit was titrated; Kappa-type opioid receptor (Homo sapiens); KOR beta-arrestin recruitment, luminescence; higher % means a stronger effect; hit rate 0.02% among 280,000; in the data active means activation above about 50%, passing the limit was not always enough; further: a part of the inactive calls stands beside numbers as strong as those of hits
Dengue-2 NS5 capping: Dengue-2 NS5 methyltransferase inhibitors, primary screen, biochemical, confirmation dose response (AID 588689) | Genome polyprotein (Dengue virus type 2 (strain 16681-PDK53)) | Dengue-2 NS5 methyltransferase capping enzyme assay, biochemical; higher % means a stronger effect | inhibition, % at 25 µM; hits with a dose series show IC50 in µM | hit rate 0.3% among 340,000; in the data active means a potency from the dose series
Dengue-2 NS5 capping pilot replicate: recorded beside Dengue-2 NS5 capping, whose call it bears; inhibition, %; measured here: pilot screen replicate inhibition
* hit, by the source's call; i = inactive; x = not tested or not shown; [ ] = remark or other dose. Unless noted, no stated cut-off is given here; in the data, active means inhibition above about 50%; inactive means the rest. These rows are one share of the data, so the mix of outcomes need not match the whole.

Start of the listing, in advance (8 entries):
SMILES	KOR beta-arrestin-1	Yfh1-depleted yeast	HEK293 NOD2/NF-kB	HIV fusion peptide	West Nile virus CPE	AID2073	NOD1 NF-kB reporter	KOR beta-arrestin-2	Dengue-2 NS5 capping	others
CC(C)(C)C(=O)Nc1nnc(CSCc2ccccc2F)s1	-13%	i	21%	2.2%	-0.7%	2%	9%	-7.3%	-5%
CC(=O)Nc1cccc(NS(=O)(=O)Cc2ccc(Cl)cc2)c1	15%	i	0%	-2.9%	-0.4%	-1%	-14%	2.0%	-7%
CNC(=O)/C(C#N)=C/c1ccc(OCCOc2ccccc2)cc1	-18%[20 µM]	x	0%	0.0%	-1.0%	2%	-43%	-1.1%	9%
O=C1/C(=C/c2cccnc2)SC(=S)N1Nc1ccccc1	21%	i	-4%	-3.0%	0.0%	-34%	-1%	-1.3%	x
O=C(Nc1cccnc1)c1ccc(NS(=O)(=O)c2cc([N+](=O)[O-])ccc2Cl)cc1	-5%	i	11%	13%	0.3%	11%	-7%	3.4%	-3%
CCNC(=O)CC1C(=O)N(c2ccc(C)cc2)C(=O)N1CCOC (configuration not stated)	3%	x	7%	-1.6%	0.4%	9%	3%	-0.5%	1%
O=S(=O)(Nc1nc2ccccc2nc1Nc1cccc(S(=O)(=O)N2CCCCC2)c1)c1ccccc1	-186%	i	56%*	13µM*	-1.7%	27%	98%*	16%	12%
COc1ccc(CCNC2=CC(=O)CC(C)(C)C2)cc1	13%	i	4%	0.8%	-0.3%	15%	-9%	1.8%	3%

This part in full, from the start:
SMILES	KOR beta-arrestin-1	Yfh1-depleted yeast	HEK293 NOD2/NF-kB	HIV fusion peptide	West Nile virus CPE	AID2073	NOD1 NF-kB reporter	KOR beta-arrestin-2	Dengue-2 NS5 capping	others
CC(C)(C)C(=O)Nc1nnc(CSCc2ccccc2F)s1	-13%	i	21%	2.2%	-0.7%	2%	9%	-7.3%	-5%
CC(=O)Nc1cccc(NS(=O)(=O)Cc2ccc(Cl)cc2)c1	15%	i	0%	-2.9%	-0.4%	-1%	-14%	2.0%	-7%
CNC(=O)/C(C#N)=C/c1ccc(OCCOc2ccccc2)cc1	-18%[20 µM]	x	0%	0.0%	-1.0%	2%	-43%	-1.1%	9%
O=C1/C(=C/c2cccnc2)SC(=S)N1Nc1ccccc1	21%	i	-4%	-3.0%	0.0%	-34%	-1%	-1.3%	x
O=C(Nc1cccnc1)c1ccc(NS(=O)(=O)c2cc([N+](=O)[O-])ccc2Cl)cc1	-5%	i	11%	13%	0.3%	11%	-7%	3.4%	-3%
CCNC(=O)CC1C(=O)N(c2ccc(C)cc2)C(=O)N1CCOC (configuration not stated)	3%	x	7%	-1.6%	0.4%	9%	3%	-0.5%	1%
O=S(=O)(Nc1nc2ccccc2nc1Nc1cccc(S(=O)(=O)N2CCCCC2)c1)c1ccccc1	-186%	i	56%*	13µM*	-1.7%	27%	98%*	16%	12%
COc1ccc(CCNC2=CC(=O)CC(C)(C)C2)cc1	13%	i	4%	0.8%	-0.3%	15%	-9%	1.8%	3%
COc1ccc(C)cc1NC(=O)CSc1nnc(-c2ccco2)n1N	-13%	i	4%	-0.9%	-0.1%	1%	6%	2.8%	1%	Dengue-2 NS5 capping pilot replicate=-7.9
COC(=O)c1ccccc1CCC(C)=O	-29%	i	7%	-1.9%	-0.1%	-9%	3%	3.2%	-2%
COc1ccc(-c2cc(=O)oc3c(C)c(OCC(=O)NCCCn4ccnc4)ccc23)cc1	13%[20 µM]	x	22%	0.3%	-0.2%	4%	14%	0.6%	0%
C=CCn1c(SCC(=O)Nc2cc(OC)c(NC(=O)c3ccco3)cc2OC)nnc1-c1ccncc1	-20%	i	14%	-0.9%	-0.4%	12%	-16%	-4.4%	-2%
O=C1C2C3C=CC(C3)C2C(=O)N1c1n[nH]c(-c2cccnc2)n1 (configuration not stated)	7%	i	3%	-0.6%	0.4%	6%	-2%	-2.5%	-3%
O=C(COC(=O)CCC(=O)c1cccs1)NC1CC1	-4%	i	7%	0.8%	0.0%	11%	-27%	-1.2%	-8%
Cc1ccc(N2C(=O)/C(=C\c3ccco3)SC2=S)cc1	19%	i	-21%	72%	0.2%	0%	-13%	-0.5%	-2%
COC(=O)c1ccc(C(=O)Nc2nnc(-c3cccnc3)o2)cc1	-16%	i	7%	3.6%	0.2%	-3%	-48%	-4.7%	x
CCOc1cccc(/C=N/N2CCN(c3ccc(Cl)cc3)CC2)c1O	5%	x	6%	-2.3%	-0.3%	7%	-16%	0.9%	-12%
CCOC(=O)Cc1c(C)nc2c(-c3ccccc3)cnn2c1C	-48%[20 µM]	i	-11%	-0.8%	0.3%	44%	-37%	x	5%
O=C(c1ccco1)N1CCN(C(=O)c2ccccc2OC(=O)C23CC4CC(CC(C4)C2)C3)CC1	22%	i	12%	-0.2%	-0.4%	-11%	-10%	-0.1%	1%
N#C/C(C(=O)c1ccccc1)=C1/CCCCCN1	18%	i	-52%	1.3%	-0.2%	4%	-28%	5.9%	0%
Cc1ccccc1N1C(=O)C(Oc2ccc(Cl)cc2)C1CNCC1CCCO1 (configuration not stated)	7%	i	13%	-2.0%	-1.4%	-5%	-11%	3.7%	-4%
CCCOc1ccc(CN(C(=O)c2cccc(OC)c2)C2CCS(=O)(=O)C2)cc1 (configuration not stated)	-52%	x	14%	0.9%	0.1%	-9%	6%	-2.0%	-13%
CC(C)OC(=O)/C(=C\c1ccccc1)NC(=O)c1ccccc1	-4%	i	4%	1.0%	-0.8%	4%	-42%	-0.5%	-3%
CCOC(=O)c1sc(NC(=O)CSc2nnc(-c3ccc(OC)cc3)n2CCOC)nc1C	-12%	i	-9%	0.2%	-0.1%	-3%	-25%	-0.3%	-7%	Dengue-2 NS5 capping pilot replicate=4.9
CCCC(=O)NC(=S)Nc1ccccc1C(F)(F)F	6%	i	10%	-1.1%	-1.7%	-10%	-5%	2.5%	-9%

(next part)
SMILES	KOR beta-arrestin-1	Yfh1-depleted yeast	HEK293 NOD2/NF-kB	HIV fusion peptide	West Nile virus CPE	AID2073	NOD1 NF-kB reporter	KOR beta-arrestin-2	Dengue-2 NS5 capping	others
CC(=O)Nc1ccc(NS(=O)(=O)c2ccccc2)c2ccccc12	31%	x	5%	-1.2%	-0.5%	13%	-1%	-9.4%	97%
NC(=O)Cn1nc(C(F)(F)F)c2c1CCCC2	-27%[20 µM]	i	17%	0.0%	0.2%	-2%	-30%	x	-4%
COCCn1c(SCC(=O)NCC2CCCO2)nc2c(c1=O)SCC2 (configuration not stated)	12%	x	5%	0.1%	0.2%	-1%	-12%	-2.5%	-9%
c1ccc(CSC2=NCCS2)cc1	18%	i	5%	2.6%	0.1%	-6%	-25%	-1.5%	5%
COc1ccc(N(C(=O)c2snc(C(N)=O)c2N)C(C(=O)NC2CCCC2)c2cc(OC)ccc2OC)cc1 (configuration not stated)	-13%	x	23%	-0.1%	-0.5%	4%	3%	-7.0%	-2%
CCCNC(=O)c1ccc2c(c1)nc(C)n2-c1cccc(Cl)c1	32%	x	10%	-1.4%	-0.3%	6%	-14%	-3.7%	-1%
NC(=O)CSc1nnnn1-c1ccc2c(c1)OCCO2	-26%	i	4%	-1.5%	0.5%	20%	-35%	-4.4%	-1%
C=CCNc1ccc(N2C(=O)C3CCC(C)CC3C2=O)cc1[N+](=O)[O-] (configuration not stated)	-2%	i	11%	-2.1%	0.0%	25%	-36%	-6.4%	x
COc1ccc(S(=O)(=O)N2CCCOC2CNC(=O)C(=O)NCc2ccccc2F)cc1C (configuration not stated)	0%	x	10%	0.7%	-1.3%	8%	0%	0.0%	-1%
COCCCN1C(=O)c2ccc(C(=O)NCc3ccccn3)cc2C1=O	-34%	x	10%	-0.1%	0.5%	0%	-4%	-8.0%	-7%
Cc1ccc2cc3cc(C(=O)NC4CCCCC4)oc3nc2c1	15%	x	-12%	-1.2%	-0.6%	17%	-36%	0.3%	-3%
COc1cccc(NC(=S)N(CCc2c(C)[nH]c3ccc(C)cc23)Cc2cccs2)c1	-33%	x	-1%	3.1%	x	-11%	27%	2.0%	-3%
O=C(CN1C(=O)S/C(=C\c2ccc(F)cc2)C1=O)NCCCn1ccnc1	1%	x	-16%	1.9%	0.9%	-4%	-8%	1.1%	-1%
COc1ccc(NC(C)=O)cc1NC(=O)c1ccc(Cl)cc1	3%	i	8%	-1.5%	0.6%	12%	-17%	-1.6%	2%
Cc1ccc(C(O)(C(=O)NNS(=O)(=O)c2ccc(C)cc2)c2ccc(C)cc2)cc1	0%	i	7%	-3.5%	-0.3%	2%	-13%	-2.8%	22%
Cc1ccccc1Cn1c(=O)n(CCCC(=O)NCc2ccco2)c(=O)c2sccc21	7%	i	-4%	2.6%	1.7%	6%	-40%	3.5%	2%
CCOc1ncccc1C(=O)OCC(=O)Nc1cc(C(=O)OC)ccc1C(=O)OC	16%	x	20%	-3.3%	x	21%	-4%	2.3%	x
CCCC(=O)C1=C(O)C(C(=O)OC)C(C)(C)CC1=N (configuration not stated)	13%	i	6%	-2.9%	-0.1%	0%	-3%	-3.9%	7%
CCc1nnc(NC(=O)c2cnccn2)s1	-45%	i	-11%	-1.3%	0.2%	-2%	-9%	1.5%	1%
COc1ccc(CNC(=O)COC(=O)c2cccnc2Nc2cccc(C(F)(F)F)c2)cc1	-43%	i	16%	4.0%	0.1%	9%	-18%	15%	-6%
CN1CCN(CCCNC(=O)c2cn(C3CCCCC3)c(=O)c3c2c2ccccc2n3C)CC1	-41%	i	1%	-1.0%	0.1%	-6%	-18%	-0.4%	2%
O=C(O)c1cccc(-n2c(O)c(C=C3N=c4ccccc4=N3)sc2=S)c1	0%	i	7%	33%	0.1%	-35%	-6%	0.4%	12%
Cc1ccc(OCC(=O)Nc2ccccc2C(N)=O)cc1	4%[20 µM]	x	-44%	0.9%	-0.7%	3%	-66%	-1.4%	-7%
CCCS(=O)(=O)N1CCCC(C(=O)Oc2ccc(OC)cc2)C1 (configuration not stated)	-18%[20 µM]	x	5%	-0.2%	0.3%	0%	-6%	2.4%	-7%	Dengue-2 NS5 capping pilot replicate=-10
O=C(Nc1ccc(F)cc1)c1cccnc1N1CCCCC1	-10%	i	-4%	0.6%	-0.2%	-1%	28%	2.6%	-1%
CC(=O)Nc1ccc(NC(=O)c2ccccc2C)cc1	-8%	i	15%	-1.7%	0.7%	-1%	-19%	x	2%
Cc1ccc(C(=O)NC2(C(Cl)Cl)N=C(c3ccccc3)N=C2N)cc1 (configuration not stated)	-13%	i	12%	0.8%	-1.1%	0%	-10%	-0.7%	1%
CCN(CC(=O)NCCc1ccc(Cl)cc1)Cc1nc2ccccc2c(=O)[nH]1	-32%	i	13%	0.4%	-0.8%	-3%	-22%	-4.3%	1%
O=C(CSc1ccc(-c2ccccc2)nn1)c1cccs1	-3%[20 µM]	i	-27%	-2.0%	0.9%	-1%	-38%	-5.1%	3%
COCCCN(CC(=O)NCc1ccccc1)S(=O)(=O)c1ccc(C)cc1	12%	x	10%	-1.7%	-0.5%	10%	-5%	-1.2%	1%
